# Pf apPOL block: Pf-apPOL DNA polymerase inhibition; Recombinant Pf-apPOL, molecular beacon fluorescence, 1.5 h; inhibition, % at 10 µM; 0.25% of 210,000 active; AID 1794808
# mHTT-CaM PPI inh: mHTT-calmodulin interaction abrogation; AlphaScreen His-mHTT/GST-CaM binding, luminescence; P42858; inhibition, % at 15 µM; AID 1671202; 3.6% of 190,000 active;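 also: 0% = both proteins with DMSO and 100% = one protein alone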
# Active calls of the source: *; . = not tested or not shown; & = joins results of further samples. Rule as the data show it: active = inhibition above about 50%; inactive = the rest. Some of the compounds tested; rates above refer to the full screens.
SMILES,Pf apPOL block,mHTT-CaM PPI inh
COc1ccc(C(=O)Nc2nnc(N=Cc3ccc([N+](=O)[O-])s3)s2)cc1,-9,0
O=C(c1cccc(N2CCNC(c3ccccc3)C2)n1)N1CCCC1 (configuration not stated),-6,-4
Cn1c(SCc2cccc(F)c2)nc2c([nH]c3ccccc32)c1=O,-2,-5
OCCCc1nc2ccccc2n1Cc1ccccc1,2,2
Cc1cc(OCC(=O)Nc2ccc(NC(=O)c3ccccc3)cc2)ccc1Cl,-10,0
CCCc1oc2cc(O)c(CC)cc2c(=O)c1-c1ccc2c(c1)OCO2,10&-3,-1&7
O=C(CCCCCn1nnc2ccccc2c1=O)NCc1ccccc1Cl,-6,8
Cc1cc(C)cc(OCc2nc(C(=O)N3CCC(C)CC3)cs2)c1,-2,-4
Nc1nc(CSc2nnc(Cc3ccccc3)n2Cc2ccccc2)cs1,4,6
COc1ccc2c(-c3ccc(SC)cc3)c(-c3ccccc3OC)sc2c1,-6,-17
Cc1ccc(S(=O)(=O)NC(=O)Nc2ccc(C)c(C)c2)cc1,-7,4
COc1ccc([N+](=O)[O-])c(OC)c1C(=O)NC(=O)Nc1nc(C)nc(C)n1,-2,.
O=S(=O)(c1cccc2cccnc12)N1CCCn2nc(-c3ccncc3)cc2C1,-1,1
Cc1ccc(NC(=O)Cn2ccc3sc(C)cc3c2=O)c(C)c1,0,-6
CCOc1ccccc1C1C(C(=O)Nc2ccc(C)cc2C)=C(C)Nc2nnnn21 (configuration not stated),-1,7
CCC(Sc1nncn1C)C(=O)Nc1nc2c(s1)CCCC2 (configuration not stated),-3,0
O=C(C1CCN(CCCc2ccccc2)CC1)N1CCc2ccccc2C1,-6,5
O=C1C(=O)N(C(=O)Nc2ccccc2)c2ccccc21,36,-4
O=C(Nc1ccccc1C(F)(F)F)OCCN1C(=O)CCC12CCC(c1ccccc1)CC2 (configuration not stated),-2,40
CSC1=NCCN1C(=O)c1ccc2c(c1)OCO2,7&-7,-14&-1
Cc1ccccc1CN1CCC(N2CCCCCC2)CC1,-4,-1
CC1CCN(C2=NC(=O)/C(=C/c3cccc(O)c3)S2)CC1,0,10
O=C(CC1CCN(S(=O)(=O)c2cccs2)CC1)NCc1ccc(Cl)cc1,-3,-14
O=C1C(=O)N(CCO)C(c2ccc(Br)cc2)C1=C(O)c1ccc(Cl)cc1 (configuration not stated),-5,18
COc1ccc(C2=N/C(=C\c3ccc([N+](=O)[O-])cc3)C(=O)O2)cc1,-3,-2

# Reprinted from the part before: 6 entries; new compounds follow.
SMILES,Pf apPOL block,mHTT-CaM PPI inh
CSC1=NCCN1C(=O)c1ccc2c(c1)OCO2,7&-7,-14&-1
Cc1ccccc1CN1CCC(N2CCCCCC2)CC1,-4,-1
CC1CCN(C2=NC(=O)/C(=C/c3cccc(O)c3)S2)CC1,0,10
O=C(CC1CCN(S(=O)(=O)c2cccs2)CC1)NCc1ccc(Cl)cc1,-3,-14
O=C1C(=O)N(CCO)C(c2ccc(Br)cc2)C1=C(O)c1ccc(Cl)cc1 (configuration not stated),-5,18
COc1ccc(C2=N/C(=C\c3ccc([N+](=O)[O-])cc3)C(=O)O2)cc1,-3,-2
Cc1cc(C)cc(NC(=O)CN2C(=O)c3ccccc3C2=O)c1,4,-3
O=C(O)C1CCS(=O)(=O)C1 (configuration not stated),.,-4
CC(=O)Nc1ccc2nc(N3CCC(C(=O)NCCCN4CCCC4)CC3)cc(C)c2c1,-8,9
Cc1ccc(CN2CCCn3nc(C(=O)NC4CCCC4)cc3C2=O)cc1,9,7
CCC(CC)NC(=O)c1cccc(Br)c1,-8,-4
CC1C(=O)N(c2ccc(F)cc2)CCN1C(=O)CC(C)(C)C (configuration not stated),1,-4
COc1ccc(N2C(=O)CSC2c2cccc([N+](=O)[O-])c2)c(OC)c1 (configuration not stated),-3,2
CSCCC(NC(=O)c1occc1C)C(=O)O (configuration not stated),6,-11
CCC(=O)Nc1ccc2c(c1)Cc1cc(NC(=O)CC)ccc1-2,-7,0
O=C(Nc1ccccc1[N+](=O)[O-])c1c(F)c(F)c(F)c(F)c1F,-2,4
CC(C)(C)NC(=O)CCc1ccc2cc[nH]c2c1,-2,18
COc1ccc(N=C2C(=O)Nc3ccc(C)cc32)cc1,-2,20
CCC(C)C(NS(=O)(=O)c1ccc(C)cc1)C(=O)NCC(OC)OC (configuration not stated),-5,-7
CNC(=O)c1sc2nc(-c3ccc(OC)cc3)cn2c1C,-5,14
Cc1ccc(-c2cc(C(=O)NC(C)C(=O)NC(C)C)no2)cc1 (configuration not stated),5,-11
CCc1cccc(NC(=O)CCCN2C(=O)c3cccnc3C2=O)c1,-59,6
CCc1cccc(NC(=O)N2CCc3nc[nH]c3C2)c1,0,-3
Cc1ccc(Cl)cc1NC(=O)N1CCC(n2c(-c3ccco3)nc3cccnc32)C1 (configuration not stated),-1,23
CCN1CCN(C(=O)c2ccc(Cl)c(Cl)c2)CC1,-1,-1
COC(=O)c1ccc(NC(=O)C(=O)NCCSc2ncc(-c3ccccc3)[nH]2)cc1,-6,4
CCCn1cc(SCC(=O)Nc2cccc(C)c2C)c2ccccc21,-5,1
Nc1ccc2nc(-c3ccc(N=Cc4cc([N+](=O)[O-])cc([N+](=O)[O-])c4O)cc3)[nH]c2c1,4,39
CC(C)(C)OC(=O)NCCNc1ccc(C(F)(F)F)cc1N1C(=O)CC2(CCCC2)C1=O,-13,.
Cc1c(OC(=O)N2CCOCC2)ccc2c1OC(=Cc1ccc3c(c1)OCO3)C2=O,-3,2
COc1ccc(CC(=O)N2CCC(c3noc(-c4ccccc4OC)n3)CC2)c(Cl)c1,10,9
# Next structures:
SMILES,Pf apPOL block,mHTT-CaM PPI inh
Cc1cccc(NC(=O)C2CCN(c3cc(Cl)ccc3C)C2=O)c1 (configuration not stated),-2,6
Cc1cc(C)cc(N2CCC(NC(=O)Cc3cccc(F)c3)C2=O)c1 (configuration not stated),-2,0
CCCNc1cc(N2CCC(CCC(=O)N(CC)CC)CC2)ncn1,-3,10
Cc1cc(C)cc(C(=O)N2CCC(c3noc(N)c3C(C)C)CC2)c1,-4,7
CCC(=O)NCCc1csc(C2CCN(C(=O)c3ccc(F)c(F)c3)CC2)n1,-2,7
O=C(NC1CC2CC1N(C(=O)c1cnccn1)C2)c1ccccc1 (configuration not stated),-4,7
CC1(C)Cc2c(sc(NC(=O)C(c3ccccc3)c3ccccc3)c2C#N)CO1,-1,9
CCOC(=O)N1CC2(COC(C)(C)OC2)C1,-4,2
Cc1ccc(-n2nc3c(c2NC(=O)c2cccs2)CS(=O)C3)cc1 (configuration not stated),-24,-1
O=C(CCS(=O)(=O)c1ccc(Br)s1)Nc1ccc(F)cc1Cl,-1,-2
O=C(c1cc(F)cc2c1OCOC2)N1CCN(C2c3ccccc3-c3ccccc32)CC1,-8&-6,.
Cc1cc(=O)[nH]c(SCc2oc(=O)oc2C)n1,.,-1
COc1ccc(Br)cc1CN1C(=O)CCC1(C)C(=O)NC1CCCC1 (configuration not stated),-13,-4
CC1(c2ccc([N+](=O)[O-])cc2)CC1(Cl)Cl (configuration not stated),0,-4
COCCCn1cc(CN2CC(N3CCCC3)CS2(=O)=O)nn1 (configuration not stated),-3,-13
Cc1ccc(-c2nc3ccccc3c(=O)n2CC(=O)Nc2ccccc2C(F)(F)F)cc1,1,-1
COC(=O)C(C)Oc1ccc2c(c1)OC(=Cc1cc(Cl)cc3c1OCOC3)C2=O (configuration not stated),4,5
CN(CCc1ccccc1)c1ccc([N+](=O)[O-])cn1,7,-2
Cc1oc(S(=O)(=O)N2CCCCC2)cc1C(=O)Nc1ccc2c(c1)OCO2,0,.
COc1ccc(CC(C)(O)CNC(=O)C(=O)Nc2ccon2)cc1 (configuration not stated),-2,-14
CNC(=O)N1CCC(n2c(C)nc(C(=O)NCc3ccc(N4CCCC4)cc3)c2C)CC1,-2,36
COC(=O)C(C)Oc1ccc2c(c1)OC(=Cc1ccc(Cl)cc1)C2=O (configuration not stated),5,6
O=C(Nc1nnc(-c2cc3ccccc3o2)o1)c1ccc(Cl)s1,-13,13
CC(C)CCNC(=O)C1CCc2sc(C(=O)N3CCCCC3)cc2C1 (configuration not stated),-2,0
COc1ccc(NC(=O)C2CCN(c3cccc(C)c3C)C2=O)cc1 (configuration not stated),-2,3

# A portion taken from the entries so far, for reference:
SMILES,Pf apPOL block,mHTT-CaM PPI inh
O=C(NC1CC2CC1N(C(=O)c1cnccn1)C2)c1ccccc1 (configuration not stated),-4,7
CC1(C)Cc2c(sc(NC(=O)C(c3ccccc3)c3ccccc3)c2C#N)CO1,-1,9
CCOC(=O)N1CC2(COC(C)(C)OC2)C1,-4,2
Cc1ccc(-n2nc3c(c2NC(=O)c2cccs2)CS(=O)C3)cc1 (configuration not stated),-24,-1
O=C(CCS(=O)(=O)c1ccc(Br)s1)Nc1ccc(F)cc1Cl,-1,-2

# Next section
SMILES,Pf apPOL block,mHTT-CaM PPI inh
Cc1nn(C)c(C)c1CCCN(C)C(=O)c1ccc(N2CCNC(c3ccccc3)C2)nc1 (configuration not stated),2,32
COCCn1c(C2CCN(C(=O)Cc3ccsc3)C2)nc2cccnc21 (configuration not stated),-4,2
COc1ccccc1[C@@H]1C(c2ccccc2)=NN(c2ccc(Br)cc2)[C@H]1C(=O)N1CCOC1=O,-8,32
CCOc1ccccc1NS(=O)(=O)c1ccc(NC(C)=O)cc1,-3,-2
Cc1ccc2c(c1)C(=O)NC1(CCN(C(=O)c3ccc4c(c3)OCO4)CC1)N2C,-2,-5
CC(=O)NCc1csc(C2CCCN(S(=O)(=O)c3ccc(F)cc3F)C2)n1 (configuration not stated),-5,18
O=C(Nc1ccc2c(c1)OCO2)N1CCCC1c1cccc(F)c1 (configuration not stated),-8,2
Brc1ccc(CN2CCc3nc(Nc4ccccc4)ncc3C2)s1,-2,7
O=C(Nc1nc2c(s1)CCCC2)c1ccc(N2CCOCC2)c([N+](=O)[O-])c1,-11,24
Cc1ccc(-c2nc(C)c3c(n2)N(CC2CC2)C(=O)C3)cc1,2,-12
N#Cc1c(N2CCOCC2)nsc1-c1ccccc1Cl,-8&-7,.
O=C(NCCCN1CCCCC1)C1CCCN(c2nc3ccccc3o2)C1 (configuration not stated),-9,5
O=C1S/C(=C\c2cccs2)C(=O)N1CN1CCOCC1,-3,1
CC(C)CCNC(=O)C1CCN(c2nc3ccsc3c(=O)n2-c2ccc(F)cc2)CC1,3,19
CCOC(=O)NN=C(C)c1oc(C)cc1C,0,.
O=C(c1cn2ccnc(-c3ccc(F)cc3)c2n1)N1CCCCCC1,0,-1
Cc1ccc2ncn(C3CCN(C(=O)COc4ccccc4)CC3)c2c1,-5,-6
CC(=O)Nc1ccccc1C(=O)C(=O)Nc1ccc(C)c(C)c1,2,0
COc1ccc(N2C(=O)C3CCCN3C2c2ccccc2OC)cc1 (configuration not stated),22,-7
CCN(CC)C1(CN)CCCCC1,.,-1
Cc1cc(NCCCn2ccnc2)n2c(nc3ccccc32)c1C#N,0,1
CCC1c2ccc(C)n2CCN1C(=O)Nc1cc(OC)c(OC)c(OC)c1 (configuration not stated),-1,21
Cc1ccccc1C(=O)N1CCN(c2ccc(F)cc2F)C(=O)C1C (configuration not stated),0,-3
O=C1CSC(c2ccc(Br)cc2)N1c1ccc(F)c(Cl)c1 (configuration not stated),-5,-18
CC1CN(c2ccc([N+](=O)[O-])c(NC3CC3)c2)CC(C)O1 (configuration not stated),.,3
# (listing goes on)
SMILES,Pf apPOL block,mHTT-CaM PPI inh
CC(=O)N1CCc2cc(Br)cc(S(=O)(=O)NC(C)C)c21,-4,4
CCC(C)C1/C=C\CCCC(=O)N1Cc1ccc(C)cc1 (configuration not stated),-4,4
C=CCNC(NC(=O)c1ccc(OC)cc1)C(Cl)(Cl)Cl (configuration not stated),1,-3
CCCn1c2ccccc2c2nnc(SC(CC)C(=O)Nc3cc(C)on3)nc21 (configuration not stated),-2,6
CCC(C)(C)c1ccc(OCC(=O)Nc2ccc(Cl)c(N)c2)c(C(C)(C)CC)c1,1,.
Cc1ccc(C)c(S(=O)(=O)N2CC(=O)Nc3ccccc32)c1,-6,-1
CCCNc1cc(N2CCCC(CCC(=O)NCCN3CCN(C)CC3)C2)ncn1 (configuration not stated),-5,2
Cc1nn(Cc2ccc(Cl)cc2)c(C)c1NC(=O)CCCn1nc(C)c([N+](=O)[O-])c1C,-7,12
C=CCn1c(=O)c2c(ncn2CC)n(-c2ccc(C(C)C)cc2)c1=O,1,8
CC1CCC(NC(=O)CN2CCN(Cc3ccccc3)C2=O)CC1 (configuration not stated),-8,2
CCCC(C)C(=O)Nc1nc2c(s1)CN(S(=O)(=O)c1ccc(C)cc1)CC2 (configuration not stated),1,22
O=C(O)C1C2C=CC(O2)C1C(=O)Nc1ccc2c(c1)OCCO2 (configuration not stated),-4&11,4&-2
O=C(Nc1c2c(nn1-c1ccc(Cl)cc1)CS(=O)(=O)C2)c1cccs1,-6,11
Cc1ccc(NC(=O)CN2C(=O)C(c3ccccc3)=NC23CCCCC3)cc1,-4,6

# From PubChem
